Screening data deposited in PubChem by Vanderbilt High Throughput Screening Facility.
Cav32 inh: human Cav3.2 channel inhibition, primary screen; 4% of 100,000 active; B-score at 10 µM; AID 449739; Cav3.2-expressing cells, Fluo-4 calcium fluorescence FDSS; active compounds read low; O95180;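 active = single-dose well whose peak fluorescence ratio is a statistical outlier from its plate by either plate-standardised score or position-corrected B-score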
Target sequence (O95180 whole entry, looked up): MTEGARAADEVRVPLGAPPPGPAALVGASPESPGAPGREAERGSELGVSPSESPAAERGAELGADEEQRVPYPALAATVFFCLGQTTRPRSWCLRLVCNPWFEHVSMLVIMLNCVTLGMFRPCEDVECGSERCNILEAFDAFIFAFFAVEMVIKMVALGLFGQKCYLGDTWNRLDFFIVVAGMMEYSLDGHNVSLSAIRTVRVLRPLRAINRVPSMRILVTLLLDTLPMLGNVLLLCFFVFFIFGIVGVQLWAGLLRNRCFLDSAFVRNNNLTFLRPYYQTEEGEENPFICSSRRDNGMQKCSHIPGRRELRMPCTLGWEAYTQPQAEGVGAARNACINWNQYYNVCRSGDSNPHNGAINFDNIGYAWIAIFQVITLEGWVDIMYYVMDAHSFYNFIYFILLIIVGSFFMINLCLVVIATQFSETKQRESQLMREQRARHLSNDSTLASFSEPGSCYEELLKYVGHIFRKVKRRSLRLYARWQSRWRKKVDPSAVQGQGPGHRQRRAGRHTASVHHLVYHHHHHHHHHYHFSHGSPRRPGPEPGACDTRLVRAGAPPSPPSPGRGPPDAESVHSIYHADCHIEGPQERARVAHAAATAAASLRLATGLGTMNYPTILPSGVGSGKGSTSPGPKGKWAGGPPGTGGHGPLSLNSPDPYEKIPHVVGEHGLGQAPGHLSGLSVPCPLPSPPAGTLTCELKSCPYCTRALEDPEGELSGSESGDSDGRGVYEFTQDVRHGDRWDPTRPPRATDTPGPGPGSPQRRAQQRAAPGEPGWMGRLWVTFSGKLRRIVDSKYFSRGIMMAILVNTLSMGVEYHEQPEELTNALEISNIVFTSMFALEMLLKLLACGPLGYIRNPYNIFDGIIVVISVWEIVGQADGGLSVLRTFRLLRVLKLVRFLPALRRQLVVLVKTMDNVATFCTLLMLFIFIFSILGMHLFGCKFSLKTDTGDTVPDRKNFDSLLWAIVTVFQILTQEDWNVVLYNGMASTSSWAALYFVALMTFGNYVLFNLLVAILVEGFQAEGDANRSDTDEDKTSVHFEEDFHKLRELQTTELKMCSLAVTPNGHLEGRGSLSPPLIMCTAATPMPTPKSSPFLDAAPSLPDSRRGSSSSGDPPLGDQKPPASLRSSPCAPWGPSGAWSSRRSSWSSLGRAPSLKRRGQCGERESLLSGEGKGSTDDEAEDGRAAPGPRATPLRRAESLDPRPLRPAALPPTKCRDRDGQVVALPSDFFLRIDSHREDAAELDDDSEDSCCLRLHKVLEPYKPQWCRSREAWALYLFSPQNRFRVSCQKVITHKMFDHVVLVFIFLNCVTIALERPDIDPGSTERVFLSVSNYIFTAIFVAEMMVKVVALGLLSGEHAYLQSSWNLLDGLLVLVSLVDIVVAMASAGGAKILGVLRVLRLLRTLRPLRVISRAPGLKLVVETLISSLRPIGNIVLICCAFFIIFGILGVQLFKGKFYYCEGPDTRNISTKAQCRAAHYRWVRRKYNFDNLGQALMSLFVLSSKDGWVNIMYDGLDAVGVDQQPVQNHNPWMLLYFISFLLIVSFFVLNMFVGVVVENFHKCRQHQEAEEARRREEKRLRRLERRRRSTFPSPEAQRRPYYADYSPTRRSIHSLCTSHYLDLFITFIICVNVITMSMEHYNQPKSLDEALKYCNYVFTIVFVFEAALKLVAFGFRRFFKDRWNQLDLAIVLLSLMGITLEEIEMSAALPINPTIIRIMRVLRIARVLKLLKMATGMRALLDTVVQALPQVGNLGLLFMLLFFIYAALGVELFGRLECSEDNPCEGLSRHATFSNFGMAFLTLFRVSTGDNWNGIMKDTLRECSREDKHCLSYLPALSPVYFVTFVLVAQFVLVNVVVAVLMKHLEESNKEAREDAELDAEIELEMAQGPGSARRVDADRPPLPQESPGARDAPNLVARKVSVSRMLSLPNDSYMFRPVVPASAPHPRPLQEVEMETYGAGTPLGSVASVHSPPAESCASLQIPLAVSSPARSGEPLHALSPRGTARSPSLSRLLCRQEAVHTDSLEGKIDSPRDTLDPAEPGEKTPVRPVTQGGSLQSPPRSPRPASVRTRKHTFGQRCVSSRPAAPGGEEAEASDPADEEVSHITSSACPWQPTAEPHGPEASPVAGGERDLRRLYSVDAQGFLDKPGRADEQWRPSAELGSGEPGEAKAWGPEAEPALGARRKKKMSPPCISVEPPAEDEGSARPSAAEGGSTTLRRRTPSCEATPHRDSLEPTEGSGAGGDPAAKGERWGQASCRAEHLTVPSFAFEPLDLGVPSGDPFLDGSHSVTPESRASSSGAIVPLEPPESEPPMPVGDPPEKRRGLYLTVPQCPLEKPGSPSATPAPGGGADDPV
* hit, by the source's call. This is a subset, so the mix of outcomes need not match the whole.

SMILES	Cav32 inh
COC(=O)Cc1ccc(NC(=S)NCCCO)cc1	-0.24
CC(C)CCNC(=O)NC(=O)CSc1nnc2ccccn12	0.5
COc1ccc([C@@H]2C[C@H](c3ccccc3)Oc3cc(OC)c(OC)c(OC)c32)cc1	-0.83
COC(=O)CN(c1ccc(C)cc1)S(=O)(=O)c1ccc2c(c1)n(C)c(=O)c(=O)n2C	1.1
O=C(CN1CCN(S(=O)(=O)c2ccc(Cl)cc2)CC1)Nc1ccc2c(c1)OCO2	-3
C#CCOC(=O)c1ccccc1C(=O)N(CC)CC	0.16
CNC(=O)[C@H](C)[C@@H]1C[C@@]1(C)[C@@H](NC(=O)OCc1ccccc1)c1ccccc1	-0.057
N#C/C(=C\c1ccc(Cl)cc1Cl)c1n[nH]c(Cn2cncn2)n1	-0.074
COc1ccnc(NCc2ccc(Cl)cc2)c1C#N	-0.055
Cc1nnc(Sc2c(-c3ccccc3)c3ccc(Cl)cc3[nH]c2=O)s1	-0.77
O=C(NCCCN1CCOCC1)c1cc(-c2ccc(O)cc2)on1	0.49
O=S(=O)(Cc1ccccc1)N1CCC(N2CCN(c3ccccc3)CC2)CC1	-1.5
COc1ccc(OCC(=O)Nc2ccc3c(c2)nc(CCN2CCOCC2)n3C)cc1	0.0005
CC(C)C(=O)N1CCN(c2ccccc2NC(=O)Cc2ccc(Cl)cc2)CC1	-5*
CCOC(=O)c1sc(-c2ccc(F)cc2)cc1N	1.4
Cc1cccc(OCCCC(=O)O)c1C	1.2
COc1ccc(-c2noc(CSc3nnc(CCc4ccccc4)n3-c3ccccc3)n2)cc1OC	-2.2
O=S(=O)(Nc1ccc(C(F)(F)F)cc1)c1cnc[nH]1	-0.82
O=C1C(Oc2ccccc2)C(c2cccs2)N1Cc1ccc2c(c1)OCO2 (stereo not given)	-0.22
CCCC(=O)N1CCN(c2ccc(NC(=O)c3ccccc3)cc2)CC1	1.1
Cc1ccc2ccc(S(=O)(=O)n3nc(C)cc3C)cc2c1	-3.5
COc1ccc(C(=O)N2CCCC(c3nc(-c4ccc(OC)c(OC)c4)no3)C2)c(OC)c1 (stereo not given)	-2.1
CCOC(=O)c1c(C)c(C#N)c2c3ccccc3ccn12	0.54
O=C(Nc1nnc(-c2ccccc2Cl)o1)c1cccnc1	0.45
N/N=c1\sc2ccccc2n1-c1ccccc1	-1.4
CCN(CC)CCNC(=O)c1ccc2c(c1)ncn2C1CCCCC1	-0.035
C=CCn1c(N)c(C(=O)N2CCN(C)CC2)sc1=S	0.16
O=C(c1ccco1)N1CCN(C(=O)C2(S(=O)(=O)c3ccc(Cl)cc3)CC2)CC1	0.7
Cc1sc2c(c1C)c(=O)n(-c1ccccc1)c1nncn21	0.048
CCCCNC(=O)CSc1nc2ccccc2c(=O)n1CC1COc2ccccc2O1 (stereo not given)	-2.5
O=S(=O)(NC1CCCCC1)c1ccc(Cl)s1	-0.081
CCCC(=O)Nc1nc2nc(-c3ccccc3)cc(=O)n2[nH]1	0.3
c1ccc(Cn2nnc3c(N4CCCC4)ncnc32)cc1	1.3
O=C(COc1ccc(F)cc1Br)N1CCc2ccccc21	1.1
Cn1cccc1Cc1nnc(SCC(N)=O)n1CCc1ccccc1	-1.2
COC(=O)Cc1c(O)ccn(Cc2ccc(F)cc2)c1=O	0.04
COc1ccc(Cl)cc1C(=O)N1CCN=C1SC	2.1
C#CCOCCOCCOCCNc1nc(N2CCOCC2)nc(N2CCN(C(=O)[C@H](Cc3ccc(O)cc3)n3cc([C@@H](N)C(C)CC)nn3)CC2)n1 (stereo not given in full)	0.21
C/C(=C\c1ccccc1)CN1CCC(C(=O)N2CCC(C)CC2)CC1	1.5
CC(=O)c1ccc(-n2c(C)ccc2-c2ccccc2)cc1	1.6
CC(C)Oc1ccc(C(=O)Nc2ccc(N(C)C)cc2)cc1	1.2
COc1nnc(-c2ccc(N3CCOCC3)c(NC(=O)c3ccc(C)cc3)c2)c2ccccc12	-0.47
COc1cc2c(c3oc(-c4ccccc4)cc(=O)c13)C=CC(C)(C)O2	-3.5
COc1ccc(S(=O)(=O)N2CCC(C(=O)Nc3ccc4c(c3)OCCO4)CC2)cc1OC	-0.19
Cc1cc(N2CCN(c3nnnn3-c3ccccc3)CC2)n2ncnc2n1	0.42
CCOC(=O)CN(C(=O)Cn1nnc2ccccc21)C(C(=O)NCCOC)c1ccccc1C (stereo not given)	-0.39
Cc1cc(NC(=O)COc2cccc3cccnc23)no1	0.44
Cc1cc(C)c2cccc(NC(=S)NC(=O)c3ccccc3)c2n1	0.71
CCC(c1nc2ccccc2c(=O)n1-c1cccnc1)N1C(=O)c2ccccc2C1=O (stereo not given)	-1.5
O=C(NCC(c1cccnc1)N1CCN(c2ccccc2)CC1)c1ccc2c(c1)OCO2 (stereo not given)	1.1
CC1(C)CC(=O)c2cnc(NCc3ccco3)nc2C1	0.23
Cn1c(=O)[nH]c(=O)c2c1nc(Br)n2CCOc1ccccc1	0.7
O=C(COc1ccccc1)NCCSCc1ccco1	0.63
O=C(COC(=O)C12CC3CC(CC(C3)C1)C2)Nc1ccc(OC(F)F)cc1	-6.2*
COc1ccc(N2CCN(C(=S)Nc3cc(C)ccc3C)CC2)cc1	0.59
Cc1nc2c3ccccc3[nH]c(=O)n2n1	0.53
c1ccc(Cc2nnc3sc(-c4ccc5c(c4)OCO5)nn23)cc1	0.54
CN(C(=O)CSc1nc(-c2ccccc2)cs1)C1CCS(=O)(=O)C1 (stereo not given)	-0.23
Cc1ccc2cc(C#N)c(N3CCCN(S(=O)(=O)c4ccc(F)cc4)CC3)nc2c1	0.61
O=[N+]([O-])c1ccc(Sc2cccc3cccnc23)c([N+](=O)[O-])c1	0.58
Further compounds follow:
SMILES	Cav32 inh
O=C(NCCc1ccccn1)c1cc(C(=O)C2CCCCC2)c[nH]1	0.42
CCOC(=O)CCCSc1nc2sc(C)c(C)c2c(=O)[nH]1	-1.1
CC(Sc1cccc(C(F)(F)F)c1)C(=O)NC(N)=O (stereo not given)	0.34
O=C(Nc1ccc(Br)cc1F)c1ccncc1	0.021
CC(NS(=O)(=O)c1ccccc1)C(=O)NCc1ccco1 (stereo not given)	0.06
Cc1ccc(C(=O)N2CCN(C(=O)N3CCOCC3)CC2)cc1	0.26
COc1cc2c(cc1NC(=O)c1ccc3c(c1)OCO3)oc1ccccc12	0.0041
Cc1ccc(N2CC(C(=O)N3CCN(c4ccccc4)CC3)CC2=O)cc1 (stereo not given)	0.83
O=C(CSc1nnc(C2CCCCC2)n1-c1ccccc1)NCc1ccco1	0.29
CCN(Cc1ccncc1)S(=O)(=O)c1ccc(C(C)=O)cc1	1.5
Cc1noc2ncnc(Oc3ccc(F)cc3)c12	0.033
CN(CC(=O)N1CCCc2c1c(=O)oc1ccc(O)cc21)Cc1ccccc1	1.9
COCCCn1c(SCc2cccc(C(F)(F)F)c2)nc2cc(OC)c(OC)cc2c1=N	-0.56
COc1ccccc1C(=O)N1CC2(C)CC1CC(C)(C)C2 (stereo not given)	0.034
COc1ccc(Cn2c(CCC(=O)O)nc3cccnc32)cc1	0.013
Cc1c(NC(=O)CSc2ccc(Cl)cc2)cccc1-c1nc2ncccc2o1	-2.6
CN(C)c1nc(C(=O)OCCO)nc(N(C)C)n1	0.34
CC1(C)NC(=O)N(CCOc2cccc(Oc3ccccc3)c2)C1=O	-0.71
Cc1onc(-c2c(F)cccc2Cl)c1C(=O)Nc1c(C)n(C)n(-c2ccccc2)c1=O	0.18
Cc1csc(NC(=O)Cc2coc3cc(C)c(C(C)C)cc23)n1	-6.1*
Cn1ncc(C#N)c1/N=C/N1CCCCCC1	0.25
COc1ccc(NC(=O)CSc2nc3ccccc3c(=O)n2-c2ccc3c(c2)OCO3)c(OC)c1	-0.67
N=C1/C(=C\c2ccc(SCc3ccco3)o2)C(=O)N=C2SC=NN12	0.0014
CCc1ccc(-c2cn(-c3nc(C)cc(C)n3)c(=N)o2)cc1	-0.027
NC(=O)C1=C[C@@H](c2ccc3c(c2)OCO3)C[C@@H](OCCCCO)O1	0.48
CN(Cc1ccccc1)S(=O)(=O)c1ccc(NS(C)(=O)=O)cc1	0.0073
O=c1[nH]c(C2CCCN(S(=O)(=O)c3ccccc3)C2)nc2c1nnn2Cc1ccccc1 (stereo not given)	-1.8
CC(=O)Nc1ccc(S(=O)(=O)NC(C(=O)O)C2=CCC=CC2)cc1 (stereo not given)	1
CCOC(=O)COc1ccc(S(=O)(=O)N2CCN(c3ccc(F)cc3)CC2)cc1	-1.7
O=C(C1CC(c2ccc(F)cc2)=NO1)N1CCCCC1 (stereo not given)	1.2
COc1ccc(N(C(C)C(=O)NC2CCCCCC2)S(C)(=O)=O)cc1 (stereo not given)	1.7
CCN(CCNC(=O)C1CCN(Cc2nc(-c3ccc(Cl)cc3)oc2C)CC1)c1ccccc1	-8.4*
Cc1ccc(S(=O)(=O)N(C)CCCC(=O)n2nc(C)cc2C)cc1	-0.77
COC(=O)c1cc(NC(=O)CN(c2ccccc2OC)S(=O)(=O)c2ccccc2)ccc1Cl	-0.5
C=CCNC(=S)NNC(=O)c1ccc(OCCCC)cc1	0.15
O=C(Nc1ccccc1-c1ccccc1)NC1CCN(C(=O)N2CCOCC2)CC1	1
COC(C[C@H]1O[C@H]1[C@H](O)[C@@H](C)OCc1ccccc1)OC	0.52
Cc1sc2ncnc(NCc3ccccc3)c2c1C	0.67
CCOC(=O)c1ccccc1NS(=O)(=O)c1ccc(C)cc1	-3.3
Cc1cc(N(CC(=O)O)S(C)(=O)=O)ccc1Br	1.2

With a hit mark in Cav32 inh, among the entries above:
SMILES	Cav32 inh
CC(C)C(=O)N1CCN(c2ccccc2NC(=O)Cc2ccc(Cl)cc2)CC1	-5*
O=C(COC(=O)C12CC3CC(CC(C3)C1)C2)Nc1ccc(OC(F)F)cc1	-6.2*
Cc1csc(NC(=O)Cc2coc3cc(C)c(C(C)C)cc23)n1	-6.1*
CCN(CCNC(=O)C1CCN(Cc2nc(-c3ccc(Cl)cc3)oc2C)CC1)c1ccccc1	-8.4*

Back to the main list, starting 2 compounds before the break.
SMILES	Cav32 inh
CCOC(=O)c1ccccc1NS(=O)(=O)c1ccc(C)cc1	-3.3
Cc1cc(N(CC(=O)O)S(C)(=O)=O)ccc1Br	1.2
CCCCn1c(SCC(=O)Nc2cc(C)on2)nnc1-c1ccco1	-0.016
O=C(c1cccc(F)c1)N1CCN=C1SCc1cccnc1	0.023
CC(C)NC(=O)c1ccc2c3n(nc2c1)-c1ccccc1CO3	0.69
CCCCc1ccc(NS(=O)(=O)c2cccs2)cc1	-5*
COc1ccc(CNC(=O)C/C(C)=N/NC(=O)C(c2ccccc2)c2ccccc2)cc1	-4.2*
COc1ccc(C(C)=O)c2c(O)cccc12	-0.43
CCC(C)(c1ccc(C=O)s1)c1ccc(C=O)s1	0.067
CCOC(=O)c1cnc(SC)nc1Oc1cccc(NC(=O)c2cccc(Cl)c2Cl)c1	-2.7
COC(=O)CSc1nc(C)c(Oc2ccccc2)c(=O)[nH]1	-0.015
COC(=O)c1ccc2c(c1O)C(=O)c1ccccc1C2=O	-0.25
O=C(CSc1ccc2c(c1)OCCO2)Nc1ccc(Cl)cn1	-0.0067
CC(C)Cn1c(N)c(C(=O)COC(=O)c2cc(C3CC3)nc3ccccc23)c(=O)n(C)c1=O	-0.47
Cc1ccc(SCCNS(=O)(=O)c2ccc3c(c2)OCCO3)cc1	-6.9*
Cc1ccc(S(=O)(=O)NCCOc2nc(N(C)C)nc(N3CCOCC3)n2)cc1	0.57
N#Cc1nc(-c2ccco2)oc1NCCc1ccccc1	-1.6
c1ccc(-n2nnnc2-c2cnc(-c3cccnc3)nc2-c2cccs2)cc1	-1.2
C=COCCn1c(=N)n(CCC)c2ccccc21	-0.037
CCCc1[nH]nc2c1C(c1ccc(OC(=O)N3CCOCC3)cc1)C(C#N)=C(N)O2 (stereo not given)	0.3
CCNC(=S)NNC(=O)Cc1ccccc1	0.7
COCC(C)NC(=O)c1cccc(Cl)c1 (stereo not given)	0.041
CCOC(=O)C1=C(c2ccccc2)OC(N)=C(C#N)C1c1cccs1 (stereo not given)	-1.4
O=C(O)c1cc(Nc2nc(N3CCOCC3)nc(N3CCOCC3)n2)ccc1Cl	-0.079
O=c1ccc2cc(O)c(O)cc2o1	-1.5
COc1cc(NS(=O)(=O)N2CCCC2)cc(OC)c1OC	-0.42
CC1(C)Cc2c(cnn2-c2ccccc2)C(=O)/C1=N\NC(=O)c1ccccc1	0.71
O=C(NCC(=O)N(c1ccccc1)C(C(=O)NC1CCCC1)c1cccnc1)c1ccco1 (stereo not given)	0.79
CS(=O)(=O)N(Cc1ccccc1)c1ccc(C(=O)N2CCOCC2)cc1	0.31
Cc1onc(-c2ccccc2Cl)c1C(=O)N1CCN=C1SCc1cccnc1	-0.65
COc1ccc(/C=N\NC(=O)COc2ccc(C(C)(C)C)cc2)cc1Cn1nc(C)cc1C	-0.84
Cc1ccc(/C=N/N2C(=O)C3C(C2=O)C2C=CC3C23CC3)o1 (stereo not given)	0.64
COc1ccc(-c2ocnc2C(=O)Nc2ccccc2N2CCCCC2)cc1	-1.4
COc1ccc(/C=N\NC(=O)/C(=C\Nc2nccc(C)n2)NC(=O)c2ccccc2)cc1	-1.3
O=C(CCc1nc(-c2ccccc2)no1)Nc1cc(C(F)(F)F)ccc1Cl	-0.61
COC(=O)c1[nH]c(=O)c2ccccc2c1O	0.37
O=C(c1ccc(CS(=O)(=O)c2ccccc2)o1)N1CCOCC1	-0.66
CCN(CC)P(=O)(C(NC(=O)OC)C(F)(F)C(F)(F)C(F)(F)C(F)F)N(CC)CC (stereo not given)	0.47
Cc1ccccc1-c1cc(C(=O)Nc2nc3c(s2)CCCC3)c2ccccc2n1	-1.3
CCN(CC(=O)NC(=O)NCc1ccco1)Cc1nc2ccccc2c(=O)[nH]1	0.22
CCOc1cccc(C2C(C(=O)c3ccco3)=C(O)C(=O)N2Cc2ccncc2)c1 (stereo not given)	-0.38
CCC(=O)Nc1ccccc1C(=O)N1CCOCC1	-0.043

Ordered by SMILES length (highest first): some entries from above.
SMILES	Cav32 inh
O=C(NCC(=O)N(c1ccccc1)C(C(=O)NC1CCCC1)c1cccnc1)c1ccco1 (stereo not given)	0.79
CCN(CC(=O)NC(=O)NCc1ccco1)Cc1nc2ccccc2c(=O)[nH]1	0.22
COc1ccc(-c2ocnc2C(=O)Nc2ccccc2N2CCCCC2)cc1	-1.4
O=c1ccc2cc(O)c(O)cc2o1	-1.5
